# Screens deposited in PubChem BioAssay by several laboratories.
# VLA-4 inh = inhibition in human VLA-4 binding assay, primary screen, VLA-4 allosteric modulator project, MLPCN library, flow cytometry, VLA-4 expressing cells | ligand binding flow cytometry | inhibition, % (about 7 µM as worked out from the volumes in the protocol) | 330,000 tested, 0.2% active | AID 2557, 2010; in the data active = inhibition above about 50%
# GASC-1 inh = inhibitors of GASC-1 histone demethylase, primary screen, biochemical, fluorescence, DELFIA europium. AID 2099, 2009. inhibition, % at 2.35 µM. Lysine-specific demethylase 4C (Homo sapiens), Q9H3R0. 330,000 tested, 0.069% active. GST-JMJD2C(1-420) H3K9me3 demethylation;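 active = more than half of a compound's replicate wells show inhibition beyond 50%, single wells judged on their own value; inconclusive = some, but no more than half, of replicates pass 50% inhibition; inactive = no replicate passes 50% inhibition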;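 also: signal counts dimethyl H3K9 product captured on neutravidin plate; 0% = median of DMSO wells and 100% = 0.3 times that DMSO median; strong numbers were not always called active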
# Target sequence (Q9H3R0 1-420 limits assumed): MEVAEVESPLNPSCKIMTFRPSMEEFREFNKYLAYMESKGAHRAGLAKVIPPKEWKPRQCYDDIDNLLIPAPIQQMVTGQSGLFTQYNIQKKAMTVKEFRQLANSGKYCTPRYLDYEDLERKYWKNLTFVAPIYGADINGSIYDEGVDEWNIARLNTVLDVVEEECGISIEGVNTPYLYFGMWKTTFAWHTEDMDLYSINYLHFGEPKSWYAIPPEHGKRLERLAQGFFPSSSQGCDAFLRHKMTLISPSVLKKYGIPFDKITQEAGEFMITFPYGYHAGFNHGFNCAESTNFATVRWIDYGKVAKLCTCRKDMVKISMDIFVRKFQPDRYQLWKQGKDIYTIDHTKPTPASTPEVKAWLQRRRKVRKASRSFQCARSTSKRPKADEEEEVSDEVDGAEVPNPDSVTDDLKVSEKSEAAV
# CTSL1 counter = Fasciola hepatica cathepsin L1 inhibitors, primary screen, counter-screen for PFM18AAP inhibitor project, biochemical, QFRET, fluorogenic peptide substrate; recombinant F. hepatica cathepsin L1, Z-Leu-Arg-MCA fluorescence; inhibition, % at 5.96 µM; 300,000 tested, 0.49% active;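 active = inhibition above the mean of all tested compounds plus 3 SD, set per screening campaign, cut at about 17% in these data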;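 also: 0% = plate median of test compound wells and 100% = 1 µM Z-Phe-Ala-diazomethylketone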
# procasp3 activ = activators of human procaspase-3 D3A mutant, primary screen, biochemical, absorbance, PC-3 D3A mutant, single concentration. Caspase-3 (Homo sapiens), P42574. activation, % at 8.5 µM. recombinant procaspase-3 D3A, Ac-DEVD-pNA absorbance 405 nm. AID 463141, 2010. 330,000 tested, 0.11% active;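 active = activation above the mean of all tested compounds plus 3 SD, cut at about 21% in these data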;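 also: 0% = DMSO alone and 100% = DMSO wells spiked with extra 5 µM PC-3 D3A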
#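 Assay system – Procaspase-3 D3A mutant, all three cleavage aspartates alanine · Controls – DMSO-only low control, 5 µM PC-3 D3A high control · Schedule – 1 h compound preincubation, 2 h substrate hydrolysis at 25 °C · Signal – 405 nm absorbance of p-nitroaniline, reads at 0 and 120 min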
# HCV core dimer = inhibitors of HCV core protein dimerization, primary screen, biochemical, TR-FRET, high-throughput. TR-FRET GST/Flag-core106 dimerization, 1536-well. inhibition, % at 5 µM. 300,000 tested, 0.33% active. AID 1899, 2009;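 active = inhibition above the mean of all tested compounds plus 3 SD, set per screening campaign, cut at about 45% in these data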
#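 Assay system: tagged HCV core106 pair (GST and Flag); medium: KF-containing HEPES buffer, pH 7.45, DTT, CHAPS, BSA; also added: Eu donor and XL665 acceptor anti-tag antibodies; dosing: 5 µM single dose; timing: compound-protein-antibody incubation 4 h at 22.5 °C; signal: TR-FRET 671 and 617 nm emission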
# proCasp7 act = procaspase-7 activators, primary screen, counter-screen for procaspase-3 activator project, biochemical, absorbance, HTS, human. activation, % at 8.5 µM. 330,000 tested, 0.093% active. recombinant procaspase-7, Ac-DEVD-pNA absorbance 405 nm; D23A/D198A/D206A triple mutant, cannot self-cleave; scale: DMSO 0, 5 µM enzyme 100. AID 463210, 2010;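 active = percent activation above the screen-wide mean plus 3 SD, cut at about 25% in these data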
# Target sequence (P55210 whole entry D23A/D198A/D206A): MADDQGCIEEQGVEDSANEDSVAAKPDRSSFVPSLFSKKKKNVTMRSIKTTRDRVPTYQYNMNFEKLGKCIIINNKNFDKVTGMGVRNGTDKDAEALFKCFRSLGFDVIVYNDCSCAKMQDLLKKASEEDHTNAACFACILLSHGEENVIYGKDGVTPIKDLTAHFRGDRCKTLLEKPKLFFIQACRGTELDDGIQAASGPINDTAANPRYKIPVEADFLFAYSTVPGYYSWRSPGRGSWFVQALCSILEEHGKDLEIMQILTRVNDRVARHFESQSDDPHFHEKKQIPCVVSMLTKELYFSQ
#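 buffer or medium = Zinc-free HEPES/NaCl buffer, pH 7.4 | material = Procaspase-7 triple mutant (PC-7 D3A) | input = 2 µM procaspase-7 mutant as dispensed | signal = Epi-absorbance of released pNA at 405 nm, two timepoints | timing = 1 h preincubation, 2 h reaction | replicates = singlicate compound testing | evaluation = % activation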
# GRK2 aptamer HTS = compounds blocking aptamer binding on GRK2 – biochemical, human GRK2, bead flow cytometry, HTS, primary screen | AID 488847, 2010 | Beta-adrenergic receptor kinase 1 (Homo sapiens), P25098 | FAM-aptamer displacement from GRK2 | 330,000 tested, 0.59% active | inhibition of aptamer binding, % at 10 µM;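 active = inhibition of aptamer binding above 40%, roughly 3 SD of noise, on plates passing a quality check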;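 also: median bead fluorescence of bound FAM aptamer so fluorescent compounds give negative values; no value below 0 was filed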
# PP5 inh = PP5 phosphatase inhibitors, primary screen, biochemical, fluorescence; Serine/threonine-protein phosphatase 5 (Homo sapiens), P53041; purified PP5c, OMFP substrate fluorescence; inhibition, % at 6.7 µM; 320,000 tested, 0.18% active;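 active = inhibition above the campaign's mean inhibition across all tested compounds plus 3 SD, cut at about 9.5% in these data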;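 also: 0% = DMSO only and 100% = 100 µM cantharidin control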
# PP1 counter = PP1-alpha phosphatase inhibitors, primary screen, counter-screen for PP5 inhibitor project, biochemical, fluorescence, OMFP substrate, single point; Serine/threonine-protein phosphatase PP1-alpha catalytic subunit (Homo sapiens), P62136; purified PP1alpha; inhibition, % at 6.7 µM; 320,000 tested, 0.9% active; AID 2235, 2010;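 active = inhibition above the mean inhibition of all tested compounds plus 3 SD, computed separately for each screening campaign, cut at about 15% in these data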
# Target sequence (P62136 whole entry, looked up): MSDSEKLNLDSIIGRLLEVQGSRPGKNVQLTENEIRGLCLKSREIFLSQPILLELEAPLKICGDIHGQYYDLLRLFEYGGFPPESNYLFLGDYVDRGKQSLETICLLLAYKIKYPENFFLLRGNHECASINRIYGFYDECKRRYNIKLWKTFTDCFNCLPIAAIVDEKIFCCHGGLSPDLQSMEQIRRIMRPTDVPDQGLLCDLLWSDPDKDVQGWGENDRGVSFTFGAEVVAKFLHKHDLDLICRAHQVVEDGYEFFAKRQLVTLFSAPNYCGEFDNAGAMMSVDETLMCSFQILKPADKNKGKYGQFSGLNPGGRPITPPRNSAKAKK
# Active calls of the source: *; ? = inconclusive; · = not tested or not shown.
SMILES,VLA-4 inh,GASC-1 inh,CTSL1 counter,procasp3 activ,HCV core dimer,proCasp7 act,GRK2 aptamer HTS,PP5 inh,PP1 counter
Cn1ncc(Br)c1C(=O)N/N=C/c1cccc(OC2CSC2)c1,11,4,-1,11,3,3,0,1.6,2
COc1ccc(OCc2cc(C(=O)N3CCCCCCC3)no2)c(Cl)c1,16,7,3,8,7,0,2,3.0,4
Cc1ccc2c(Cl)cc(Cl)c(OCC(=O)Nc3cccc(S(=O)(=O)N(C)C)c3)c2n1,8,3,5,-3,8,0,0,-0.7,-1
CCOc1ccccc1NC(=S)Nc1ncccc1C,11,3,3,-13,-1,-9,2,2.1,3
CCOC(=O)CCNC(C(=O)OCC)c1ccccc1 (stereo not given),8,1,-60,5,3,6,0,0.0,-3
CCOC(=O)c1cnc2c(cnn2C)c1NCCCn1ccnc1,16,11,2,3,-3,3,0,-1.2,-1
Cc1cc(-c2ccccc2)n2ncnc2n1,-27,4,-3,3,0,8,3,2.5,-2
COc1ccc(OC)c(NC(=O)c2ccc3c(c2)C(=O)N(CC2CCCO2)C3=O)c1 (stereo not given),7,11,-1,-4,3,3,0,3.0,0
CCOC(=O)c1ccc(NC(=O)CN2C(=O)C(CC)SC(CC)C2=O)cc1 (stereo not given),4,-8,-11,8,1,3,2,5.9,1
c1ccc(-c2cncnc2)nc1,15,-3,·,1,·,6,1,-1.2,-2
CCN1CCN(C(c2cccs2)C(C)NC(=O)c2ccccc2F)CC1 (stereo not given),11,8,1,-4,0,-10,0,-0.4,-3
N/C(=N\O)c1ccc(NC(=O)c2ccc(Br)o2)cc1,3,3,0,9,-2,3,1,0.1,-1
COC(=O)C1(Cc2cc(-c3cccc(Br)c3)no2)CCN(C(=O)OC(C)(C)C)CC1,8,-2,-2,8,-5,1,2,4.8,6
COc1ccc(C)cc1NC(=O)c1nnn(Cc2cc(C)ccc2C)c1N,-11,11,1,4,7,7,1,4.1,-2
O=C(COC(=O)CCN1C(=O)C2CC=CCC2C1=O)NCCc1ccccc1 (stereo not given),-6,-13,-2,1,-2,5,1,3.0,1
Cc1ccc(-n2c(C3CC3c3ccc(Cl)cc3)n[nH]c2=S)cc1 (stereo not given),-4,4,-3,-7,3,-14,0,2.3,2
Cc1ccc(S(=O)(=O)CCC(=O)NCCc2ccc(Cl)cc2)cc1,3,-8,0,-1,12,-5,0,-0.2,-2
CN1C(=O)Nc2cccc3cccc1c23,7,-4,7,9,-7,6,2,0.0,1
CC(C)NC(=O)CCCc1ccccc1,5,0,0,1,-1,-1,1,4.9,-5
CCn1c(=O)n(Cc2ccco2)c(=N)c2c3c(sc21)COC(C)(C)C3,-6,10,3,0,-2,6,0,5.6,-3
COc1ccc(NC(=O)N(C)C[C@H]2Oc3c(NC(=O)c4ccncc4)cccc3C(=O)N([C@H](C)CO)C[C@@H]2C)cc1,0,·,·,0,·,22,2,·,·
Cc1ccc(C(=O)c2ccc(CC(=O)O)n2C)cc1,1,12,3,2,-9,22,1,-2.6,4
CC(Sc1nnc(C2CC2)n1C1CC1)C(=O)Nc1cccc(S(=O)(=O)N2CCOCC2)c1 (stereo not given),2,1,·,4,·,5,1,0.5,5
CCOC(=O)c1cc(-c2ccccc2)nc2ccc(C)cc12,5,0,4,-3,-2,-6,0,0.3,-1
Cc1ccc(C(=O)N(NC2=NS(=O)(=O)c3ccccc32)S(=O)(=O)c2ccc(C)cc2)cc1,4,7,6,-5,6,4,1,1.3,-3
CSc1ccccc1C(=O)NCc1ccccc1C,17,15,-4,6,-2,-7,1,-0.5,-3
CN(Cc1ccccc1)C(=O)COC(=O)CN1C(=O)c2ccccc2C1=O,18,7,·,3,·,3,2,·,·
O=C(NC(=S)Nc1ccccc1C(=O)O)c1cncc(Br)c1,0,-1,4,-4,-2,-15,0,-1.1,-1
c1ccc(Cn2c(-c3ccco3)nc3nc4ccccc4nc32)cc1,-32,-7,6,12,7,46*,2,2.1,3
COc1ccccc1-c1nc2cc(Cl)ccc2c(=O)n1O,-6,-3,1,3,-7,-6,5,4.3,2
CC1(C)Cc2ccccc2-c2[nH]c(=S)[nH]c(=O)c21,1,2,1,-4,-10,-12,0,3.9,0
O=C(O)[C@H]1CCCN1S(=O)(=O)c1cccc2cccnc12,10,2,-3,-2,-9,-3,0,1.1,1
Cc1ccc(NS(=O)(=O)c2ccc(Cl)c(C(=O)Nc3cccc(C(=O)O)c3)c2)cc1,8,-2,-1,6,6,7,0,-0.1,0
CC(C)Oc1ccc(S(=O)(=O)N2CCOCC2)cc1NC(=O)C1CCC1,14,-7,0,-1,-4,-7,2,-0.2,-3
O=C(CC1C[C@H](C(=O)N2CCOCC2)[C@@]2(CCC3CCCC3)c3[nH]c4ccccc4c3CCN2C1=O)NCCc1ccccn1 (stereo not given in full),-8,5,·,11,·,15,0,·,·
Cc1ccc(NC(=O)CC(N)=S)cc1,-13,-4,0,-12,-3,-12,0,-1.4,-3
COC(=O)c1ccccc1NC(=O)CNCCc1ccc(OC)c(OC)c1,2,7,1,0,-3,4,1,0.7,-1
Brc1ccccc1C1=Nn2c(nnc2-c2ccco2)SC1,15,?,-3,-2,7,-4,2,0.7,-1
Oc1c(C(c2ccccn2)N2CCC(Cc3ccccc3)CC2)cc(Cl)c2cccnc12 (stereo not given),-13,10,3,11,1,-6,0,4.6,73*
CC1(C)Cc2noc(N)c2C(C)(C)N1OC(=O)c1ccccc1,-4,10,-4,-4,0,1,0,-1.2,-3
C/C(=N\NC(=S)NC1CCCCC1)c1ccc(C#N)cc1,21,-8,-2,2,7,7,0,1.3,-2
O=C(O)COc1ccc2occ(C(=O)c3ccccc3)c2c1,12,-2,0,1,0,3,0,-2.7,-5
CCOc1ccc2nc(NCCNC(=O)c3cc(OC)c(OC)c(OC)c3)c(C#N)cc2c1,0,-19,-1,2,6,12,3,0.5,-3
COc1cc(C(=O)N2CCN(C(=O)c3ccco3)CC2)c([N+](=O)[O-])cc1OC,8,-6,7,-1,-4,7,0,1.1,-5
CN(C(=O)CC1C(=O)NCCN1Cc1cccc(F)c1F)C1CC(C)(C)NC(C)(C)C1 (stereo not given),13,-4,3,11,8,-3,0,1.0,0
O=C(N/N=C/c1ccsc1)c1cc(-c2ccncc2)nc2ccccc12,-5,4,0,6,9,-3,4,-1.2,2
O=S(=O)(c1cccs1)N1CCN(C/C=C/c2ccccc2)CC1,0,-8,5,-2,5,-7,0,1.9,-3
CCCCCn1c(CN2CCCCC2CC)nc2c1c(=O)n(C)c(=O)n2C (stereo not given),6,-4,0,3,6,2,0,-1.0,-1

# The final four entries of the part above lead into the next:
SMILES,VLA-4 inh,GASC-1 inh,CTSL1 counter,procasp3 activ,HCV core dimer,proCasp7 act,GRK2 aptamer HTS,PP5 inh,PP1 counter
CN(C(=O)CC1C(=O)NCCN1Cc1cccc(F)c1F)C1CC(C)(C)NC(C)(C)C1 (stereo not given),13,-4,3,11,8,-3,0,1.0,0
O=C(N/N=C/c1ccsc1)c1cc(-c2ccncc2)nc2ccccc12,-5,4,0,6,9,-3,4,-1.2,2
O=S(=O)(c1cccs1)N1CCN(C/C=C/c2ccccc2)CC1,0,-8,5,-2,5,-7,0,1.9,-3
CCCCCn1c(CN2CCCCC2CC)nc2c1c(=O)n(C)c(=O)n2C (stereo not given),6,-4,0,3,6,2,0,-1.0,-1
COc1ccc(CNC(=O)C(=O)NCC2OCCN2S(=O)(=O)c2ccc(C)cc2)cc1 (stereo not given),13,-3,-2,9,-14,11,2,3.8,-1
O=C(Nc1ccc(N2CCOCC2)cc1)c1ccc(S(=O)(=O)NCc2ccco2)cc1,0,-21,1,-2,-4,6,0,-2.5,-4
O=C(NCC(F)(F)F)c1nn(Cc2ccccc2)c(=O)c2ccccc12,2,-3,1,-2,-5,-1,1,3.2,4
COc1ccc(CCNC(=O)CCNS(=O)(=O)c2ccc3c(c2)CCN3C(C)=O)cc1OC,-10,·,-2,-1,2,-8,0,-0.3,-3
CCNC(=O)c1c(O)c2ccccc2[nH]c1=O,-17,1,2,-3,-3,-1,0,-1.4,-4
FC(F)(F)c1cc(-c2cccs2)nc(-n2cc(Br)cn2)n1,8,9,-1,0,7,6,0,2.1,-4
Cc1cccc(C)c1NC(=O)CSc1nnc(-c2cccnc2)o1,-5,10,0,7,0,0,0,2.5,-2
C[C@H]1COC(=O)[C@@H](Cc2ccc(F)cc2)C/C=C\C[C@H](CC(=O)N(CCO)Cc2ccccc2)C(=O)N1,-6,4,·,8,·,2,1,·,·
CCc1ccccc1Nc1nc(-c2cccnc2)cs1,2,-5,1,3,2,13,0,3.7,3
Cc1cc(C)c2cc(CN(CCO)Cc3nnnn3Cc3ccccc3)c(=O)[nH]c2c1,-3,20,-19,0,-4,2,6,3.8,0
COc1ccccc1C1=CC(=O)C[C@H](c2ccc(Cl)cc2)C1,0,1,·,3,·,1,4,6.1,5
CCC1=C(OC(=O)N(CC)CC)N2C(=O)OC(=NCCc3c[nH]c4ccccc34)[C@]2(C)[C@H]2C1=CC[C@H]1C(=O)N(C)C(=O)[C@H]12,2,7,1,4,-11,-5,1,5.1,4
CC(=O)c1ccc(NC(=O)Nc2ccc([N+](=O)[O-])cc2C)cc1,-5,1,2,5,2,5,0,-2.0,-3
O=C(c1ccccc1-c1nc(-c2ccc(F)cc2)no1)N1CCCC1,20,5,1,-4,-1,12,1,0.5,1
CN(C)/C=C1/Sc2ccccc2C1=O,-33,-5,5,-17,-1,-15,0,1.0,-1
CC(NC(=O)c1ccccc1F)C(=O)O (stereo not given),0,-4,4,-4,0,-1,0,0.7,-5
Fc1ccc(Cn2nnnc2C(c2cccs2)N2CCCCCC2)cc1 (stereo not given),10,5,2,-1,6,-6,0,3.5,3
COC(=O)c1ccc(NC(=S)NC(=O)C2CCC2)cc1,-10,23,1,4,-2,10,10,1.4,-2
Cc1ccc(C(=O)C2=C(O)C(=O)N(Cc3ccco3)C2c2cccc(Br)c2)o1 (stereo not given),-3,-45,18*,-20,21,-58,4,1.8,22*
